# ROC1-CUL1 inh – inhibitors of human ROC1-CUL1 ubiquitin ligase activity; E3 ubiquitin-protein ligase RBX1 (Homo sapiens) + Cullin-1 (Homo sapiens), P62877+Q13616; in vitro K48 di-Ub FRET, acceptor:donor ratio, 45 min; inhibition, % at 10 µM; 140,000 tested, 0.6% active; AID 1347404, 2020; in the data active = inhibition above about 25%
# Target sequence (P62877 whole entry, looked up): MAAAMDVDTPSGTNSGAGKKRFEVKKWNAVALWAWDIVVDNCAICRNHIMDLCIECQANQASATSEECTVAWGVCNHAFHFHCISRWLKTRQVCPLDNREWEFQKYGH
# Target sequence (Q13616 whole entry, looked up): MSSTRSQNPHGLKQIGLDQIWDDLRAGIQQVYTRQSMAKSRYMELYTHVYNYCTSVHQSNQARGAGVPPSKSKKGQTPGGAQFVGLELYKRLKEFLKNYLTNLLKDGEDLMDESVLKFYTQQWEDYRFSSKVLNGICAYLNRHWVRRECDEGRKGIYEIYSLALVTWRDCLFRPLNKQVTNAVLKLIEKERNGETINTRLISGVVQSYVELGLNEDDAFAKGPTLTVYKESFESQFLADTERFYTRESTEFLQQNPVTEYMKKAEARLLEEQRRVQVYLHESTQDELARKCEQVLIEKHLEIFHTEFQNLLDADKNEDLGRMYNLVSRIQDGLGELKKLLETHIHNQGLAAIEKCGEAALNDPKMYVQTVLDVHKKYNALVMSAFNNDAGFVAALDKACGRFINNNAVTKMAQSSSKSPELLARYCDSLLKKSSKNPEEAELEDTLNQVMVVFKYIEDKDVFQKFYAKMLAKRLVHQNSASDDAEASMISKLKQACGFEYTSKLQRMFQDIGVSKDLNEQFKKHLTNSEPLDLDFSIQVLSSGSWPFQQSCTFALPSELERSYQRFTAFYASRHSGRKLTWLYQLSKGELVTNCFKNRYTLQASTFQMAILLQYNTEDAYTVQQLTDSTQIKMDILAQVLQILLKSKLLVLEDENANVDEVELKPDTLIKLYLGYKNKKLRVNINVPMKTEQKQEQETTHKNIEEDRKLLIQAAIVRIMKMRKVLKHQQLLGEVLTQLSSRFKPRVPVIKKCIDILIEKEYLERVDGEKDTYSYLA
# An asterisk follows results filed as active. A portion of the library. The share of hits here may be higher or lower than overall.
SMILES,ROC1-CUL1 inh
CN1c2ccccc2N(C)C1c1c(O)ccc2ccccc12,-1
O=C(NCC(c1ccc2c(c1)OCO2)N1CCN(c2ccc(F)cc2)CC1)c1cccc([N+](=O)[O-])c1 (stereo not given),2
O=S(=O)(Nc1cccc(O)c1)c1cc(Cl)ccc1Cl,-7
N#Cc1c(NC(=O)c2sc3nc(-c4cccs4)ccc3c2N)sc2c1CCCC2,-9
Cc1ccccc1Cn1cc(C(=O)N2CCN(Cc3cccnc3)CC2)nn1,2
c1ccc(Oc2cccc(Oc3ccccc3)n2)cc1,3
Cc1cccc(NC(=O)c2c(N)sc3c2CCC(C)C3)c1 (stereo not given),-1
COc1cccc(NC(=O)CCc2nc(-c3ccc(C(C)(C)C)cc3)no2)c1,2
COCc1noc(-c2ccc(N3C[C@@H](C)O[C@@H](C)C3)nc2)n1,-1
CCOc1ccc(C2CC(=O)NC(NC(=O)c3cccc(Cl)c3)=N2)cc1 (stereo not given),-8
CCn1c(=N)n(CCOc2cccc(C)c2)c2ccccc21,-10
CC(=O)Nc1ccc(-c2n[nH]c(=S)n2C)cc1,4
O=C(CSc1ccccc1)Nc1cccnc1,-1
O=C(c1ccc(CNS(=O)(=O)c2cccc(Cl)c2)cc1)N1CCN(c2ccccc2F)CC1,2
Cn1cncc1Cn1ccc(-c2cccc(-c3nccc4occc34)c2)n1,-16
C=CCn1c(SCC#N)nc2sc(CC)cc2c1=O,10
CCOC1(OCC)C(C#Cc2ccccc2)C(C#N)(C#N)C1(OCC)OCC (stereo not given),-1
COc1ccc(-c2cc(OC(=O)c3ccc(F)cc3)c3c(C)oc(C)c3c(=O)c2)cc1OC,3
Cc1cc(C)c(-c2cccc(-c3c(C)cc(C)cc3C)c2C(=NC(C)C)NC(C)C)c(C)c1,10
COc1cc(C2c3c(n[nH]c3-c3ccc(C)c(C)c3)OC(=N)C2C#N)ccc1OCc1ccccc1 (stereo not given),-5
Cc1ccc(OCC(=O)Nc2ccc(C(=O)c3ccccc3)cc2)cc1,9
Cc1noc(C)c1Cn1ccc(-c2cccc(-c3cncnc3)c2)n1,2
CCc1n[nH]c2c1CN(Cc1nc3ccccc3[nH]1)CC2,5
Cc1ccc(-c2nnc(Nc3ccc(OC(F)(F)Cl)cc3)c3ccccc23)cc1S(=O)(=O)NC(C)(C)CO,9
CCOCCCNC(=O)C(c1ccc(C)cc1)N(Cc1ccc2c(c1)OCO2)C(=O)c1ccc(NC(C)=O)cc1 (stereo not given),-11

# Shown as tab-separated lines: entries from further up.
molecule	ROC1-CUL1 inh
Cc1ccc(-c2nnc(Nc3ccc(OC(F)(F)Cl)cc3)c3ccccc23)cc1S(=O)(=O)NC(C)(C)CO	9
CCc1n[nH]c2c1CN(Cc1nc3ccccc3[nH]1)CC2	5
CCOCCCNC(=O)C(c1ccc(C)cc1)N(Cc1ccc2c(c1)OCO2)C(=O)c1ccc(NC(C)=O)cc1 (stereo not given)	-11

# An excerpt from above in order of SMILES length, low to high.
SMILES,ROC1-CUL1 inh
c1ccc(Oc2cccc(Oc3ccccc3)n2)cc1,3
O=S(=O)(Nc1cccc(O)c1)c1cc(Cl)ccc1Cl,-7
Cc1cccc(NC(=O)c2c(N)sc3c2CCC(C)C3)c1 (stereo not given),-1
Cc1ccc(OCC(=O)Nc2ccc(C(=O)c3ccccc3)cc2)cc1,9
CCOC1(OCC)C(C#Cc2ccccc2)C(C#N)(C#N)C1(OCC)OCC (stereo not given),-1
COc1ccc(-c2cc(OC(=O)c3ccc(F)cc3)c3c(C)oc(C)c3c(=O)c2)cc1OC,3

# Later entries
SMILES,ROC1-CUL1 inh
O=C(c1ccc(N2CCCCC2)cc1)N(Cc1ccncc1)Cc1ccc(OCc2cccc(F)c2)cc1,4
O=c1[nH]c(=O)n(Cc2ccccc2)c2nccc(-c3ccco3)c12,-4
Clc1ccc(-c2nn3c(-c4ccccn4)nnc3s2)c(Cl)c1,-1
CCOC(=O)c1ccc(N2C(=O)c3n[nH]c(C)c3C2c2ccc(C(C)C)cc2)cc1 (stereo not given),-12
COc1cccc(CNS(=O)(=O)c2cc3c(cc2C)n(C)c(=O)c(=O)n3C)c1,-7
COc1ccc(-c2cc3ccc(O)c(CN4CCCC4)c3oc2=O)cc1,15
CSc1ncc(C(=O)N2CCN(c3cc(C)ccc3C)CC2)c(C)n1,3
C#CCN(CC=C)c1nc2nonc2nc1N1CCOCC1,1
Cc1cccc(CNC(=O)c2ccc(Cn3c(=O)c4cccn4c4cccnc43)cc2)c1,-8
CCCOc1cccc(C(=O)N(Cc2ccc(C)o2)C2CCS(=O)(=O)C2)c1 (stereo not given),-9
N#CC1=C2c3ccccc3CCC2C(c2cccs2)=NC1=O (stereo not given),-6
Cc1ccccc1N1CCN(c2ccc(NC(=O)C3CC=CCC3C(=O)O)cc2)CC1 (stereo not given),0
CCn1cncc1CN1CCC(C2CCN(CC(C)C)CC2)C1 (stereo not given),-1
Cc1ccccc1C(=O)Nc1ccc(C(=O)NNC(=O)c2ccc(Cl)cc2)cc1,-4
CCOC(=O)c1cc(C)c(-c2ccccc2)s1,-5
Cc1cccc(-c2nc3nc(C)cc(NCc4ccccc4Cl)n3n2)c1,0
CC(=O)N(C(C)=O)n1c([C@@H](C)O)nc2ccccc2c1=O,3
CCOC(=O)c1c(-c2ccccc2)cc(-c2ccccc2)sc1=O,5
Cc1sc(N)nc1-c1cc(Cl)ccc1Cl,3
COCn1c(C(O)c2ccccc2)cc2ccccc21 (stereo not given),-3
Cc1cc(-c2nnc(CCC(=O)NCc3csc(C)n3)o2)c(C)o1,-3
COCC(=O)Nc1cc(C(=O)NCCc2ccco2)cc2ncn(CCc3ccccc3)c12,-18
COc1cc(OC)cc(-n2nnc(-c3nc(-c4ccccc4Cl)no3)c2N)c1,-5
O=C(O)C1CCN(c2nc3ccccc3n3cnnc23)CC1,-1
C#CCOc1c(Cl)cc(CO)cc1OCC,1

# Another view of part of the listing above:
SMILES | ROC1-CUL1 inh
CCCOc1cccc(C(=O)N(Cc2ccc(C)o2)C2CCS(=O)(=O)C2)c1 (stereo not given) | -9
CCn1c(=N)n(CCOc2cccc(C)c2)c2ccccc21 | -10
Cn1cncc1Cn1ccc(-c2cccc(-c3nccc4occc34)c2)n1 | -16

# The listing continues.
SMILES,ROC1-CUL1 inh
CCCCCCOC(=O)Nc1ccc(S(=O)(=O)Nc2nnc(CCCC)s2)cc1,-14
Cc1ccc(NC(=O)NCCNc2c(Cl)c(Cl)c(Cl)c(Cl)c2Cl)cc1,9
O=C(N/N=C/c1ccccc1[N+](=O)[O-])C1C2CCC=CCCC21 (stereo not given),5
Cc1cc(Oc2cc(-n3ncc(C#N)c3N)nc(-c3ccccc3)n2)cc(C(C)C)c1,2
COc1ccc(NC(=O)CCCn2c(=O)c3cccn3c3cccnc32)cc1Cl,3
COC(=O)c1ccc2c(=O)n(CC(=O)N3CCC(C)CC3)cnc2c1,15
COc1ccc(Sc2ccc(Sc3ccc(OC)cc3)nn2)cc1,-5
CCN1CCC(NC(=O)c2sc3cc(C)ccc3c2Cl)CC1,7
CS(=O)(=O)Nc1cccc(C(=O)NCCC2=CCCCC2)c1,-6
Nn1c(-c2cccnc2)n[nH]c1=S,4
O=C(CCSc1nnc(-c2ccncc2)o1)Nc1ccc(Cl)cc1,-7
Nc1cccc(C(=O)NCc2cccnc2)c1,-8
COCc1cc(C)nc2sc(C3=NC(C)(C)Cc4ccccc43)c(N)c12,10
Cn1c(-c2ccncc2)nc2cc(C(=O)N3CCC(c4ccccc4)CC3)cc(NC(=O)C3CCC3)c21,-5
N#CC(C#N)=Cc1ccc(Sc2nc3ccccc3o2)o1,6
COc1cccc(-c2nc(SCc3ccc(C)cc3)n3[nH]c(=O)cc3n2)c1,11
CS(=O)(=O)N(CC(=O)Nc1ccc(S(=O)(=O)N2CCCCC2)cc1)c1ccc(F)cc1,-12
Cc1cccc(C)c1OCC(=O)Nc1ccc2c(c1)C(=O)N(c1ccccc1)C2=O,0
CCOC(=O)c1c(SCc2ccccc2)nc2c3ccccc3ccn12,11
Cc1nn(C(F)F)c(C)c1C(=O)Nc1ccn(Cc2ccccc2)n1,11
COc1ccc(-n2nc3cc(C)c(NC(=S)NC(=O)Cc4ccccc4)cc3n2)cc1,-13
CC1=NN2C(=N)/C(=C/c3ccccc3)C(=O)N=C2S1,4
COc1ccccc1-c1nnc2sc(-c3ccccc3)nn12,-8
CCC1(CC)C(=O)NN(c2ccccc2)C1=O,-4
Clc1ccccc1Cc1noc(CN2CCOCC2)n1,-4
# Following part
SMILES,ROC1-CUL1 inh
CCCN(CC1CCCO1)C(=O)c1cc(OC)ccc1OC1CCN(C(=O)C2CC2)CC1 (stereo not given),-7
CCN(C(=O)c1cn(C)c(=O)c2ccccc12)c1cccc(C)c1,0
CCN(Cc1nccn1C)C(=O)c1ccc(N2CCC(C)CC2)nc1,0
Cc1cccnc1N1CCN(c2ncccc2C)CC1,1
CCOc1ccccc1NC(=O)CCc1c(C)nc2c3cccnc3nn2c1C,-3
CCc1nnc(NC(=O)CSc2nc(C34CC5CC(CC(C5)C3)C4)ccc2C#N)s1,-4
Cc1cccc(C)c1NC(=O)NN(C(=O)c1ccccc1)C(C)(C)C,0
CCN=C1CC=CC=C(C(=O)/C=C/c2ccc(CC)cc2)C1=O,-8
CC(C)CS(=O)(=O)c1ncc(CN2CCCC2)n1Cc1ccccc1,3
CCC(=O)Nc1ccc(C(=O)c2ccccc2)cc1,6
CCCCOc1ccc(C(=O)N(Cc2ccco2)Cc2ccco2)cc1,4
CCOc1ccc2nc(N3CCCN(Cc4ccccc4O)CC3)nc(C)c2c1,-2
Cc1ccc(NC(=O)CSc2nc(-c3ccccc3)c(-c3ccccc3)[nH]2)cc1,9
Cn1c(SCc2ccccc2F)nc2ccccc2c1=O,0
CCC1CCCCN1C(=O)C1CC(=O)N(c2ccc(NC(C)=O)cc2)C1 (stereo not given),9
CCOC(=O)C1=C(c2ccccc2)N=C2SCC(=O)N2C1c1ccc(F)cc1 (stereo not given),-4
CC(=O)c1c(C)oc2c(Cl)cc(NS(=O)(=O)c3cc(C)ccc3C)cc12,3
COc1ccccc1/C=C1\SC(=S)N(NC(=O)c2cccnc2)C1=O,4
Cc1ccc(-c2csc3ncn4cnnc4c23)cc1,-6
COc1ccc(C(=O)COC(=O)C2CC(=O)N(c3ccc(Oc4ccc(C)c(C)c4)cc3)C2)cc1 (stereo not given),7
O=C(CN1C(=O)S/C(=C/c2cccc(O)c2)C1=O)Nc1ccccc1,2
O=C(Cn1c(-c2cccs2)cc2ccccc21)N1CCN(c2ccccc2F)CC1,-5
CC(C)OCCCN1C(=O)CCC1CCNCc1cc2c(cc1Cl)OCO2 (stereo not given),1
COc1ccc(Cn2c(=O)n(-c3ccc(OC)cc3)c(=O)c3c2c2cc(OC)ccc2n3C)cc1,2
Cc1ccc(CSc2nnc3[nH]c(=O)cc(-c4ccccc4)n23)cc1,-2

# Exported bar-delimited: entries from further up
SMILES | ROC1-CUL1 inh
Cc1ccc(-c2csc3ncn4cnnc4c23)cc1 | -6
COc1ccc(C(=O)COC(=O)C2CC(=O)N(c3ccc(Oc4ccc(C)c(C)c4)cc3)C2)cc1 (stereo not given) | 7
O=C(CN1C(=O)S/C(=C/c2cccc(O)c2)C1=O)Nc1ccccc1 | 2

# Next part.
SMILES,ROC1-CUL1 inh
CCN(CC)c1ccc(C=C2C(=O)N(c3ccccc3)C(=O)N(c3ccccc3)C2=O)cc1,-35
CCOC(=O)c1c(NC(=O)/C=C/c2ccc(OCC)cc2)sc2c1CCC2,-9
CC(C)OC(=O)c1c(-c2ccc(F)cc2)csc1NC(=O)COc1ccc([N+](=O)[O-])cc1,-9
CC1ON(c2ccc(Cl)cc2)C(=O)NC1=O (stereo not given),9
CCOC(=O)c1c(NC(C)=O)sc2c1CCN(C(C)C)C2,0
CCc1ccc2c(c1)C(c1ccc(O)c(C)c1)(c1ccc(O)c(C)c1)C(=O)N2,-5
CCOc1ccc(CN2CCNC(=O)C2CC(=O)N2CCSCC2)cc1 (stereo not given),-10
O=C1CC(CSc2ccccc2)=Nc2ccc(F)cc21,1
CN(C)c1ccc(C2OC(COc3ccccc3)CN(C(=O)c3ccccc3)O2)cc1 (stereo not given),-4
COC(=O)c1cc(=O)c2c([N+](=O)[O-])ccc(OC)c2o1,0
Cc1ccn(-c2cncc(-n3ccc(C)n3)n2)n1,11
Cc1cccc(CSCCNC(=O)c2ccc(Cl)cc2)c1,-7
CCN1C(=O)c2ccccc2S(=O)(=O)c2ccc(C(=O)NCc3ccccc3OC)cc21,7
Cn1c(Oc2ccc(F)c(Cl)c2)cc(=O)n(C)c1=O,8
O=C(Cn1c(=O)nc(-c2ccccc2)c2ccccc21)N1CCN(c2ccc(F)cc2)CC1,-3
CCOC(=O)c1cc(NC(=O)CSc2nnnn2-c2ccccc2)cc(C(=O)OCC)c1,-2
COc1ccc(-n2nnnc2C2(Nc3ccc(Cl)cc3)CCCCC2)cc1,-3
CCCS(=O)(=O)c1c(S(=O)(=O)CCC)c2cc(C(C)(C)C)ccn2c1C(=O)c1ccccc1,-4
CSc1nncc(/C(C)=N\Nc2ccc(C)cc2)n1,-5
CCOC(=O)N1CCN(C(=O)c2ccc(N(Cc3ccccc3Cl)S(C)(=O)=O)cc2)CC1,1
CC(C(=O)Nc1ccc(OC(F)(F)F)cc1)N1Cc2ccccc2C1=O (stereo not given),-7
Cc1c(NC(=O)C(F)(F)F)cccc1[N+](=O)[O-],-2
OC1CCN(Cn2nnc3ccccc32)CC1,0
Cc1nc2ccc(S(=O)(=O)NC(C(=O)NCc3ccc(Cl)cc3)C(C)C)cc2s1 (stereo not given),-3
O=C(Cn1cc(NC(=O)CCC(=O)c2ccccc2)cn1)NCC(c1ccccc1)c1ccccc1,-7
Cc1[nH]nc2c1C(=O)CC(c1ccccc1)C2 (stereo not given),2
COc1cccc(C(=O)Nc2ccc(N3CCN(C(C)=O)CC3)c(Cl)c2)c1,-5
CC(C)(C)c1ccc(-c2nnc3sc(-c4ccccn4)nn23)cc1,10

# Bioassay records as filed in PubChem BioAssay.
